Bioassay records deposited in PubChem by several laboratories.
14-3-3 Bad PPI = inhibitors of 14-3-3 zeta/Bad binding, primary screen, biochemical, TR-FRET, bovine 14-3-3 zeta. inhibition, % at 21.7 µM. 14-3-3 protein zeta/delta (Bos taurus), P63103. 220,000 tested, 0.71% active. AID 781, 2007. TR-FRET 14-3-3zeta/Dy647-pBad peptide displacement, 1 h;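 active = inhibition above about 70%, limit read from the data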;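 also: 0% = full 14-3-3 plus peptide FRET controls and 100% = background without 14-3-3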
Target sequence (P63103 whole entry, looked up): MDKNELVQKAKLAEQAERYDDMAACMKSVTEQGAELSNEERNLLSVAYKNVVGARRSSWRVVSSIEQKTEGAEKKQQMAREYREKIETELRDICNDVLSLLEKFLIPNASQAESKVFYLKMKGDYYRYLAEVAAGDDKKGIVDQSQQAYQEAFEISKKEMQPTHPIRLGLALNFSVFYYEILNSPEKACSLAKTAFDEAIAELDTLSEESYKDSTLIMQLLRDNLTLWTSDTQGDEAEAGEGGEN
KLK5 inh = human KLK5 protease inhibitors, primary screen, biochemical, 1536-well | Kallikrein-5 (Homo sapiens), Q9Y337 | recombinant hK5, fluorogenic AMC substrate cleavage | inhibition, % at 5 µM | 210,000 tested, 0.59% active;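 active = inhibition of 40% or more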;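 also: 0% = enzyme controls without compound and 100% = no-enzyme blanks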
Target sequence (Q9Y337 67-293 limits assumed): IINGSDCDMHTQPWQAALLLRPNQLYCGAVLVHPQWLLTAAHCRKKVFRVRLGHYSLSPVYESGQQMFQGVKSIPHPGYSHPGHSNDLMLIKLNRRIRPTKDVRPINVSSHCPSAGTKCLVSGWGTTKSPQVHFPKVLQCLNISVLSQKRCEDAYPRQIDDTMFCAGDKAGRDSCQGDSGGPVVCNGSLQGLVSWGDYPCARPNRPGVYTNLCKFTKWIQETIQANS
Hck-Nef inh = inhibitors of Nef-activated human Hck kinase, primary screen, biochemical, Z-Lyte FRET, 384-well, Hck-YEEI; Recombinant Hck-YEEI plus Nef, Z-Lyte FRET kinase assay; 220,000 tested, 0.68% active; AID 463187, 2010; Tyrosine-protein kinase HCK (Homo sapiens), P08631; inhibition, % at 20 µM;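 active = Hck-Nef kinase inhibition above about 50%, limit read from the data; inactive = inhibition below that limit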;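 also: 0% = DMSO with Hck plus Nef and 100% = Hck alone without Nef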
Target sequence (P08631 whole entry, looked up): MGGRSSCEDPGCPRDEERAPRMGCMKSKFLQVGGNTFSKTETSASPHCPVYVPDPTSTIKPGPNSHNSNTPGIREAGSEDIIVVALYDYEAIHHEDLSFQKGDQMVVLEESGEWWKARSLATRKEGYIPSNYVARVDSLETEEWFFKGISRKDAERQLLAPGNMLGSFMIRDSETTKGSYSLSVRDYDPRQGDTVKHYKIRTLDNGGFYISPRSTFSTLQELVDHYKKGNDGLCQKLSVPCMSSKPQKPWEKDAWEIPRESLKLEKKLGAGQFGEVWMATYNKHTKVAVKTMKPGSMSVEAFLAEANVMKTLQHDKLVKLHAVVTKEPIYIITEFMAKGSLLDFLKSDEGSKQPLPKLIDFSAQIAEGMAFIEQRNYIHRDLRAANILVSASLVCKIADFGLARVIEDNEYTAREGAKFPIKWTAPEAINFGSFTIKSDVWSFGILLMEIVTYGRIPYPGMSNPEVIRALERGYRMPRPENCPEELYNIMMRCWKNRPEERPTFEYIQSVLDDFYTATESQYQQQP
Wee1 degr inh = Wee1 degradation inhibitors, primary screen, cell-based, HeLa, Wee1K328M-luciferase, luminescence. Wee1-like protein kinase (Homo sapiens), P30291. 220,000 tested, 1.2% active. reporter increase, % at 5 µM. HeLa Luc-Wee1K328M stability; 100% = proteasome inhibitor MG132 effect;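 active = activation above the mean of all tested compounds plus 3 SD, set per screening run, cut at about 8.8% in these data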;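 also: cells exposed to compound for 20 h before luminescence read; 0% = DMSO alone and 100% = MG132 at 30 µM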
Runt-CBFb FRET = inhibitors of RUNX1 Runt–CBFb binding, primary screen, biochemical, FRET, Cerulean-Runt, Venus-CBFb, uHTS | Runt-related transcription factor 1 (Homo sapiens) + Core-binding factor subunit beta … | inhibition, % at 20 µM | Cerulean-Runt/Venus-CBFb FRET ratio 530/480, 1 h | AID 1496, 2009 | 220,000 tested, 0.46% active;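 active = inhibition over about 50% at 20 µM in the single-dose screen, limit read from the data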;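 also: 0% = DMSO wells and 100% = excess unlabeled CBFb competitor control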
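Measured by: fluorescence energy transfer, 422 nm excitation, 530/480 nm emission; Assay system: Cerulean-Runt domain; Medium: Tris pH 7.5 buffer with BSA; Measure: loss of energy transfer signal; Controls: 5 µM unlabeled CBFb as full-inhibition high control; Incubation: protein complex preformed 1 h, compound exposure 1 h, room temperature, dark.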
Runt-SMMHC FRET = inhibitors of RUNX1 Runt–CBFb-SMMHC binding, primary screen, biochemical, FRET, Cerulean-Runt, Venus-CBFb-SMMHC, uHTS | 220,000 tested, 0.74% active | AID 1434, 2008 | inhibition, % at 20 µM | Cerulean-Runt/Venus-CBFb-SMMHC FRET ratio 530/480, 1 h | Runt-related transcription factor 1 (Homo sapiens) + Core-binding factor subunit beta …;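 active = mean inhibition across duplicate retests at 20 µM reaching about 50%, limit read from the data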;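 also: 0% = DMSO wells and 100% = wells with excess untagged CBFb-SMMHC; inhibitors lower the FRET ratio by blocking Runt binding to CBFb-SMMHC; some results filed as inactive read as strong as hits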
FXIIa inh 1536 = human FXIIa protease inhibitors, primary screen, biochemical, 1536-well. Coagulation factor XII (Homo sapiens), P00748. AID 800, 2007. 220,000 tested, 0.3% active. purified FXIIa, Boc-QGR-AMC fluorogenic substrate, 2 h. inhibition, % at 5 µM; in the data active = inhibition above about 40%;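 also: 0% = enzyme with no compound and 100% = blank without enzyme; many of its hits are not listed in these tables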
FXIa inh 1536 = human FXIa protease inhibitors, primary screen, biochemical, 1536-well; AID 798, 2007; purified FXIa, Boc-Glu-Ala-Arg-AMC fluorogenic substrate; inhibition, % at 5 µM; 220,000 tested, 0.14% active;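 active = inhibition of at least 40%; inactive = inhibition below 40%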;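 also: fluorescence of freed AMC excited at 355 nm; 0% = enzyme without compound and 100% = no enzyme blank; many of its hits are not listed in these tables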
thrombin 1536 = human alpha-thrombin inhibitors, primary screen, counter-screen for coagulation protease inhibitor project, biochemical, 1536-well, fluorogenic AMC substrate. Prothrombin (Homo sapiens), P00734. Boc-VPR-AMC fluorogenic substrate cleavage. inhibition, % at 5 µM. 220,000 tested, 0.26% active;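 active = inhibition at or above 40%; inactive = inhibition below 40%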;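 also: 0% = enzyme with no compound and 100% = wells without enzyme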
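Test system: human alpha-thrombin; medium: pH 7.5 Tris-saline with Tween 20; times: reaction at room temperature; signal: AMC fluorescence at 355 nm excitation and 460 nm emission; also added: Boc-VPR-AMC substrate, 15 µM final; dosing: one concentration per compound, 5 µM, with 0.2% DMSO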
* = called active by the depositor; · = no result given; [ ] = remark or other dose.

SMILES	14-3-3 Bad PPI	KLK5 inh	Hck-Nef inh	Wee1 degr inh	Runt-CBFb FRET	Runt-SMMHC FRET	FXIIa inh 1536	FXIa inh 1536	thrombin 1536
COc1ccc(C(=O)C(C)OC(=O)c2cccc(S(=O)(=O)Nc3cc(Cl)c(OC)cc3OC)c2)cc1 (centres undefined)	15.4	-12.6	3.7	-3.4	0.9	1.3	28.3	22.9	0.7
O=C(C1=C(O)C(=O)N(CCCN2CCOCC2)C1c1ccncc1)c1cc2ccccc2o1 (centres undefined)	-4.5	-21.6	2.0	2.8	-1.8	-0.3	9.8	5.0	-0.8
Cc1ccc(N(CC(=O)NCc2ccc(F)cc2)C(=O)c2csnn2)c(C)c1	1.6	-2.5	1.7	0.0	-2.6	-1.5	4.2	-2.9	3.2
Cc1cc(C)c(C(=O)C[n+]2cccc(C(N)=O)c2)c(C)c1	-3.8	-2.9	13.9	-0.7	-1.0	-2.9	-1.6	-5.8	-6.4
CS(=O)(=O)c1ccc(C(=O)NC2CCCc3ccccc32)cc1 (centres undefined)	-3.4	-4.7	1.3	-2.4	0.7	-3.0	2.4	-5.1	-3.1
Cc1ccc(CN(C)C(=O)c2cc(COc3ccc(F)cc3Cl)on2)o1	-7.1	-3.5	22.0	0.2	2.5	-1.1	5.0	-2.3	-5.4
O=C(C1=C[C@@H](c2ccc(Br)cc2)C[C@@H](OCc2ccc(CO)cc2)O1)N1CCN(Cc2ccccc2)CC1	-0.9	-0.6	9.6	1.4	-3.7	-3.7	7.2	-1.2	-5.6
Cc1ccc(-c2csc(NC(=O)Cn3[nH]c(=O)c4ccccc4c3=O)n2)cc1	15.1	5.5	12.9	-0.6	-5.7	-10.1	13.9	5.5	2.1
COc1ccc(NC(=S)N/C(=N/S(=O)(=O)c2ccc(C)cc2)c2ccccc2)cc1	-4.9	3.9	6.5	8.3	4.2	0.8	12.4	2.4	2.3
O=C(CN1CCC(c2nc3ccccc3[nH]2)CC1)Nc1ccc2c(c1)OCO2	6.5	-22.6	3.2	-3.9	-0.3	0.1	11.8	-3.9	-0.6
Cc1ccc(C(=O)N/N=C2\SCC(=O)N2c2cc(C)ccc2C)cc1	1.1[fluorescence artefact?]	-0.5	-2.1	5.2	-2.0	-6.4	13.6	11.6	2.3
O=C(Cc1ccccc1)Nc1nnc(-c2cccs2)s1	-1.2	-8.5	1.2	0.5	0.8	1.2	17.2	4.7	0.0
O=C(NCc1ccc(F)cc1)C1(c2cccs2)CCOCC1	5.7	-2.7	-0.3	5.8	-0.7	-0.3	7.1	-6.3	-4.7
COc1ccccc1C1c2[nH]c3ccccc3c2CCN1Cc1cnc(C)s1 (centres undefined)	6.9	-1.0	7.7	-2.3	5.3	15.0	2.9	-6.8	-9.3
COc1ccc(CC(NC(C)=O)C(=O)NC2CCN(C(=O)Nc3ccc(Cl)cc3)CC2)cc1OC (centres undefined)	-4.3	5.4	-0.2	-2.2	1.2	0.5	3.0	-10.0	-6.5
CC1CCC2(CC1)Nc1ccccc1C(=O)N2c1ccccc1 (centres undefined)	-1.8	-45.2	2.6	2.6	3.1	0.2	19.1	12.1	0.4
CC(C)Sc1nc2ccccc2n1CC(N)=O	-10.0	-21.5	1.4	5.4	-1.8	6.5	13.3	2.3	-7.5
COc1ccccc1N1C(=O)CC(Sc2nccc(C)n2)C1=O (centres undefined)	9.8	-2.4	-0.9	-1.9	4.1	-3.2	12.1	3.4	-1.9
COc1ccc(C(=O)Cn2c(NCCO)nc3ccccc32)cc1OC	20.1	-7.5	14.5	-0.8	1.3	3.5	12.1	5.9	2.1
Clc1cc(-c2ccc(/C=N/n3cnnc3)o2)ccc1Br	-0.1	·	6.9	-2.8	1.0	-4.6	6.6	2.4	-7.5
O=C(NC(=S)NCCN1CCOCC1)c1ccccc1	-10.1[fluorescence artefact?]	-5.9	0.8	-0.6	-1.4	-1.5	9.1	5.3	-3.8
O=C(CC(c1ccccc1)c1cc(Br)ccc1O)N1CCCC1 (centres undefined)	-2.7	7.3	-1.3	-1.8	1.9	0.9	10.5	3.6	0.8
Cc1cccc(N2C(=O)CC(Sc3ccccc3C(=O)O)C2=O)c1 (centres undefined)	7.1	-10.5	2.0	-1.4	15.3	8.6	9.1	3.6	-12.0
Cc1ccc(C)c(NC(=O)CSc2nnc(CCNC(=O)OC(C)(C)C)o2)c1	-8.9[fluorescence artefact?]	4.0	-0.3	-0.4	0.9	-1.4	1.6	-4.4	-1.3
O=C(COC(=O)c1ccc(F)cc1F)Nc1ncccn1	14.1	-5.2	29.1	0.5	-2.0	5.3	-2.0	-2.6	-10.2

The last three records of the section before lead into the next.
SMILES	14-3-3 Bad PPI	KLK5 inh	Hck-Nef inh	Wee1 degr inh	Runt-CBFb FRET	Runt-SMMHC FRET	FXIIa inh 1536	FXIa inh 1536	thrombin 1536
Cc1cccc(N2C(=O)CC(Sc3ccccc3C(=O)O)C2=O)c1 (centres undefined)	7.1	-10.5	2.0	-1.4	15.3	8.6	9.1	3.6	-12.0
Cc1ccc(C)c(NC(=O)CSc2nnc(CCNC(=O)OC(C)(C)C)o2)c1	-8.9[fluorescence artefact?]	4.0	-0.3	-0.4	0.9	-1.4	1.6	-4.4	-1.3
O=C(COC(=O)c1ccc(F)cc1F)Nc1ncccn1	14.1	-5.2	29.1	0.5	-2.0	5.3	-2.0	-2.6	-10.2
CCOc1ccc(NC(=O)c2ccccc2O)cc1	-0.1	-17.2	-2.1	3.0	-0.9	-3.4	-5.2	-2.3	2.2
c1ccc2c(-c3nn[nH]n3)cccc2c1	0.4	-7.7	2.0	2.7	2.0	2.7	7.6	-2.8	-9.9
Cc1nnc(Sc2cc(C(=O)NCCCN(C)Cc3ccccc3)c3ccccc3n2)s1	-4.0	-3.3	0.8	3.1	-0.4	0.8	-0.3	-8.1	-7.4
COc1ccc(/C(N)=N/O)c(OC)c1	-1.4	3.6	-18.0	-0.6	-0.3	-3.4	6.9	0.7	0.2
CCSc1nnc(NC(=O)C2C3C=CC(C3)C2C(=O)O)s1 (centres undefined)	-12.8	-1.4	0.7	0.7	2.6	-1.2	9.1	-0.8	0.2
Cc1cc2cc(CNC(=O)c3ccc(S(=O)(=O)N4CCCCC4)cc3)ccc2n1C	-19.2[fluorescence artefact?]	2.8	14.4	-2.2	6.5	-6.0	10.9	-1.2	-3.7
Nc1ccccc1Nc1cc(-c2cccc(Cl)c2)nn1-c1ccccc1	-10.2[fluorescence artefact?]	3.6	1.4	2.3	1.6	-2.8	-1.1	3.9	-3.0
Cc1cccc(NC(=O)CCSc2ccccc2)c1C	1.7	-5.6	15.0	2.0	-1.4	-0.2	4.3	-2.1	-3.2
N#C/C(=C\c1cc([N+](=O)[O-])c(N2CCOCC2)cc1N1CCOCC1)c1nc2ccccc2[nH]1	·	-0.9	5.4	0.1	2.0	4.3	3.9	-0.9	2.1
Cc1ccc(S(=O)(=O)N(C)C)cc1NC(=S)NNC(=O)C1CC1	-0.8	-35.7	1.6	2.6	-2.3	-2.6	1.0	-1.5	-6.8
O=C1[C@H]2[C@@H](C(=O)N1c1cccc3ccccc13)C1(C(=O)c3ccccc3C1=O)N1CCC[C@@H]21	8.6[fluorescence artefact?]	4.6	-1.8	-1.1	-2.0	-0.8	-4.2	-0.4	-19.7
NNC(=O)C1CC1(c1ccccc1)c1ccccc1 (centres undefined)	0.8	2.3	7.3	0.2	2.4	-6.0	4.9	4.0	-4.5
FC(F)(F)c1ccc2c(c1)C1C=CCC1C(c1ccncc1)N2 (centres undefined)	-3.4	-3.5	16.5	-1.4	-5.4	-7.3	7.3	4.5	·
O=C(N/N=C1/CC2C=CCC12)c1ccco1 (centres undefined)	11.5	-6.1	-1.7	3.8	0.3	4.9	-3.3	-4.5	-4.3
O=C(c1ccccc1)c1cccc(NC(=O)c2ccc(Br)o2)c1	5.1	-21.2	0.5	1.6	0.1	1.5	31.1	21.9	3.7
O=C(Nc1cccc(-c2csc(-c3ccccc3)n2)c1)c1cccs1	-1.8	-9.1	-1.2	-0.8	1.4	1.3	2.8	-8.5	-2.2
Cn1cc(C(=O)c2ccc(Cl)cc2Cl)cc1C(=O)N/N=C(\N)COc1ccc(F)cc1	-11.0[fluorescence artefact?]	-111.2	0.9	-1.3	2.3	-0.1	9.2	-0.6	75.7*
CC(C)C1OC(c2cccc(NC(=O)c3cccs3)c2)OCC1(C)C (centres undefined)	-7.7	1.8	23.2	-1.6	-0.7	1.5	11.1	3.5	·
COc1cccc(C2C(C#N)=C(N)Oc3cc(C)oc(=O)c32)c1OC (centres undefined)	-7.8[fluorescence artefact?]	-1.2	-3.4	0.4	-1.5	-1.6	7.3	4.1	3.0
CC1CCCC(NC(=O)CCn2c(=O)oc3ccccc32)C1C (centres undefined)	-6.0	3.2	2.1	0.4	-2.9	-2.2	-9.0	-8.8	-1.0
CN(C)/C=C/c1onc(-c2ccccc2Cl)c1C#N	8.5	-0.1	26.6	1.2	-84.7	-13.0	3.8	-2.8	-6.7
O=C1/C(=C\c2ccccn2)SC(=S)N1Nc1ncc(C(F)(F)F)cc1Cl	-21.4[fluorescence artefact?]	-8.2	0.8	3.0	9.1	17.7	31.5	20.4	8.4
Cc1ccc(NC(=S)N/N=C/c2c(C)[nH]c3ccccc23)cc1	-0.5	-17.5	-0.7	3.2	1.5	-1.1	-4.6	-1.8	3.4
CC(=O)Oc1ccc2c(=O)c(-c3ccccc3)c(C)oc2c1	-6.8	-2.5	11.5	1.0	-0.9	0.7	1.0	-4.3	-11.0
CCC1(C)Cc2ccccc2-c2nc(NCCCO)n(-c3ccccc3)c(=O)c21 (centres undefined)	-0.1	-3.4	3.4	-1.7	2.4	-0.6	4.2	2.1	-4.4
COCCCNC(=O)/C=C/c1ccc(OCc2c(F)cccc2Cl)cc1	-6.4	-9.8	0.8	-0.2	-8.2	-2.5	3.9	-5.4	-0.7
COc1ccc(C2(C(F)(F)F)NC(=O)N(C)C(=O)N2C)cc1 (centres undefined)	-5.6	-25.7	-4.3	0.1	-2.1	-18.0	38.7	4.2	1.1
COc1ccc(NC(=O)NCCCN2CCCCC2C)cc1 (centres undefined)	2.5	-5.3	0.4	-0.6	-0.2	-3.1	2.9	-8.8	-7.3
